Assay outcomes (PubChem BioAssay)
Rtt109 HAT inh = C. albicans Rtt109 histone acetyltransferase inhibition | Q5AAJ8 | purified Rtt109/Vps75, ThioGlo CoA-SH fluorescence, 4 h | inhibition, % at 34.9 µM | 330,000 tested, 0.16% active;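 active = inhibition of at least 50% in every replicate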
CAL PDZ FP-1 = inhibitors of human CAL PDZ peptide binding; purified CAL PDZ, TMR-peptide fluorescence polarization, 1 h; inhibition, % at 20 µM; 330,000 tested, 0.02% active; AID 504414;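 active = highest replicate inhibition of at least 40%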;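 note: plate controls were DMSO neutral control wells for no effect and unlabeled competitor peptide control wells for full effect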
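material = purified tagged CAL PDZ domain construct (CerCALP) | buffer or medium = sodium phosphate/NaCl buffer pH 7.4 with TCEP, IgG, Thesit | reagent = TMR-labelled reporter peptide T*-PRC34 bound in PDZ groove | incubation = 1 h room-temperature incubation prior to read | measured by = fluorescence polarization (mP) | evaluation = percent inhibition from loss of millipolarization | control set = unlabelled peptide and DMSO controls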
MITF TRPM1 HTS = MITF TRPM1 promoter activation in melanoma cells | 300,000 tested, 0.75% active | AID 588334 | activation, % at 12.5 µM | SK-MEL-5 TRPM1-promoter luciferase, 24 h; % of positive control, neutral wells = 0;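 active = mean activation of at least 80% with every replicate also reaching 80%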;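 note: 0% = neutral control wells and 100% = parthenolide positive control wells; values of inactives mirror those of a sister screen read the other way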
SR-BI uptake up = enhances SR-BI lipid uptake from DiI-HDL; CHO ldlA[mSR-BI] cells, DiI-HDL uptake fluorescence, 3 h; 100 = double the neutral-control signal; activation, % at 12.5 µM; 320,000 tested, 0.096% active;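 active = mean replicate activation of at least 60% and every replicate at or above 60%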;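 note: 0% = median plate neutral-control signal and 100% = twice that signal; values of inactives mirror those of a sister screen read the other way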
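Material – SR-BI-overexpressing, LDLR-lacking CHO cells · Medium – BSA-supplemented, HEPES-buffered Ham's F12, pH 7.4 · Doses – single concentration · Times – compound with DiI-HDL co-incubation, 3 h at 37 °C · Measured by – bottom-read fluorescence, 550/595 nm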
PfHsp90 yeast 2 = growth inhibition of yeast expressing Plasmodium Hsp90; S. cerevisiae expressing PfHsp90, BacTiter-Glo ATP, 48 h; yeast lacking PDR1 and PDR3 efflux regulators; inhibition, % at 9.4 µM; 310,000 tested, 0.32% active; AID 504621;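 active = every replicate shows inhibition above about 80%, whatever the replicate mean, limit read from the data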;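 note: 0% = DMSO neutral controls and 100% = 20 µM radicicol positive controls; yeast relying on Plasmodium falciparum Hsp90 in place of its own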
PvdQ inh = blocks Pseudomonas aeruginosa PvdQ acylase activity | purified PvdQ acylase, fluorescence plate reader | inhibition, % at 10 µM | 340,000 tested, 0.063% active; in the data active = inhibition above about 30%, passing the limit was not always enough;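 note: 0% = vehicle neutral wells and 100% = reference inhibitor wells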
SR-BI HDL uptake = inhibitors of mouse SR-BI mediated HDL lipid uptake; AID 488896; Q61009; 320,000 tested, 0.96% active; ldlA[mSR-BI] CHO cells, DiI-HDL uptake fluorescence, 3 h; inhibition, % at 12.5 µM;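 active = mean replicate inhibition of at least 70% and a set share of replicates each scoring 70 or more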;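 note: 0% = median of neutral control wells and 100% = median of positive control wells; values of inactives mirror those of a sister screen read the other way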
Target sequence (Q61009 whole entry, looked up): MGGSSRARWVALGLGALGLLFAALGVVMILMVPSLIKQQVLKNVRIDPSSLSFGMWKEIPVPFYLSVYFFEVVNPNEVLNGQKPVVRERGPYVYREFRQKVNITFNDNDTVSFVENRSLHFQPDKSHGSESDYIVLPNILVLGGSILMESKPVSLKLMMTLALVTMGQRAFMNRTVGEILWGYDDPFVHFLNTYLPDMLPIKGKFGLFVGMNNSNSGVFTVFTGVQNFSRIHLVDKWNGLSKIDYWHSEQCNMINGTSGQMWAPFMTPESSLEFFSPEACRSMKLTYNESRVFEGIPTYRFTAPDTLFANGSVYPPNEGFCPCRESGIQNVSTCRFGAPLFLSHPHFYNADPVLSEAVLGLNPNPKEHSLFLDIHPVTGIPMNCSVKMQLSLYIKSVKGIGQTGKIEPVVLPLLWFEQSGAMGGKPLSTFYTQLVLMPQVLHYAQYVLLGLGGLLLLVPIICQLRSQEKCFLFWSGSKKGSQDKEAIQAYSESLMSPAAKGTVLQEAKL
CAL PDZ FP-2 = CAL PDZ (human) peptide binding inhibition | 300,000 tested, 0.92% active | AID 602252 | purified CAL PDZ, TMR-peptide fluorescence polarization, 1 h | inhibition, % at 24.9 µM | Q9HD26;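 active = mean inhibition of at least 30% with at least half of replicates also reaching 30%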;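 note: 0% = DMSO neutral control and 100% = excess unlabeled competitor peptide PRC23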
dFosB act = mouse delta FosB homodimer activation. AID 493131. 340,000 tested, 0.99% active. P13346. purified delta FosB, TAMRA-CDK5 oligo fluorescence polarization; percent of positive-control signal above neutral wells. activation, % at 25 µM;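 active = mean activation above about 17%, with every replicate also reaching it, limit read from the data, passing the limit was not always enough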;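 note: fluorescence polarization rise as delta FosB binds a TAMRA Cdk5 AP-1 oligo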
Target sequence (P13346 whole entry, looked up): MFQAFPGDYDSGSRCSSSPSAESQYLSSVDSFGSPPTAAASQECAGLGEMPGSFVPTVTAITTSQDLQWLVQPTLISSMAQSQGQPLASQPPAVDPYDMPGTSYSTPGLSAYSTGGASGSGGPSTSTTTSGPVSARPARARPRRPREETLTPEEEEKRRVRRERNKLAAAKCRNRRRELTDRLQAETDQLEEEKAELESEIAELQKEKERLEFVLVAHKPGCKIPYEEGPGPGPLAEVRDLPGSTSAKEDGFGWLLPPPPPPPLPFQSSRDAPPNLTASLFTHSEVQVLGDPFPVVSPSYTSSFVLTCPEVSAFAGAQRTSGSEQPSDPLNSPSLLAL
NSD2 HMT inh = NSD2 (human) methyltransferase inhibition; O96028; NSD2 peptide methylation, AlphaScreen, 120 min; inhibition, % at 12.5 µM; 310,000 tested, 0.54% active; AID 743445; in the data active = inhibition above about 50%
Active calls of the source: *; . = not tested or not shown.

The line under a structure holds: Rtt109 HAT inh	CAL PDZ FP-1	MITF TRPM1 HTS	SR-BI uptake up	PfHsp90 yeast 2	PvdQ inh	SR-BI HDL uptake	CAL PDZ FP-2	dFosB act	NSD2 HMT inh
- CC(c1ccco1)N(C(=O)c1cccs1)c1ccccn1 (configuration not stated)
  7	-0.1	4	29	-17	4	-29	-5	2	0
- O=C1CC(N(C(=O)c2ccco2)c2ccc(F)cc2)C(=O)N1c1ccc(F)cc1 (configuration not stated)
  12	-1.0	16	-6	.	-10	6	.	-8	0
- c1ccc(CSc2nnnn2-c2ccc3c(c2)OCCO3)nc1
  7	-0.1	21	19	-47	-12	-19	-2	-8	0
- Cc1ccccc1NC(=O)C(C)OC(=O)CCC(=O)N(CC(C)C)c1c(N)n(CC(C)C)c(=O)[nH]c1=O (configuration not stated)
  21	-2.7	-2	13	-2	-1	-13	-4	-1	1
- CN(c1ccccc1)S(=O)(=O)c1cccc(NC(=O)CN2C(=O)NC3(CCCC3)C2=O)c1
  7	0.4	0	4	-7	2	-4	-4	-4	1
- COc1ccc(C(=O)NC(Cn2ccnc2)C(C)(C)C)cc1OC1CCN(C(C)C)CC1 (configuration not stated)
  5	-1.8	0	19	-9	-9	-19	4	-12	2
- O=C(NC1CCCCC1)NC1CCN(S(=O)(=O)c2ccc3c(c2)OCCO3)CC1
  1	-0.8	.	26	-14	-4	-26	-2	9	-4
- COCCNC(=O)COc1cccc2c1OC(C)(C)C2
  2	-6.0	1	15	16	-6	-15	0	0	-1
- COC(=O)c1ccc(OC(=O)CS(=O)c2ccccc2[N+](=O)[O-])cc1 (configuration not stated)
  -3	0.3	-17	13	-13	-7	-13	-3	-3	-4
- CCn1c(C(=O)N2CCC(C(=O)N3CCN(c4ccccn4)CC3)CC2)cc2sccc21
  -1	-1.0	2	-32	-11	-10	32	.	-9	.
- CCOC(=O)n1ccc(C(=O)Nc2ccccc2F)n1
  6	-1.7	.	30	.	3	-30	-1	2	2
- COc1cc(/C=C/C(=O)OCC(=O)Nc2cc(S(=O)(=O)N3CCOCC3)ccc2Cl)cc(OC)c1OC
  3	-0.6	9	-43	-10	-9	43	-1	-1	-3
- Cc1onc(-c2ccccc2)c1C(=O)NCc1cccc(Cl)c1
  -2	-2.4	.	.	10	-16	.	-2	-2	4
- O=C(CN(C(=O)c1csnn1)c1cccc(C(F)(F)F)c1)NC1CCCC1
  6	-1.8	-1	27	-2	18	-27	-5	-8	-1
- O=C(Nc1ccc(NC(=O)C2CCCCC2)nc1)c1cccs1
  .	-1.1	53	6	5	4	-6	-4	-16	0
- c1ccc(CCNc2ncnc3c2nnn3Cc2ccccc2)cc1
  1	-0.8	-2	-14	16	-3	14	1	2	1
- COc1ccc(NC(=O)COC(=O)CN2C(=O)NC(C)(C)C2=O)cc1
  -1	0.0	4	9	2	-10	-9	11	1	-2
- Cc1nc2ccccc2n1S(=O)(=O)N(C)C
  -7	-1.9	.	-14	.	-14	14	-5	5	6
- CC(C)c1ccc(NC(=S)Nc2ccc3cn[nH]c3c2)cc1
  3	-0.2	11	-12	-18	-12	12	-4	-5	.
- Cc1cccc(N2CCN(S(=O)(=O)c3ccc(-c4coc(C)n4)cc3)CC2C)c1 (configuration not stated)
  25	-2.2	9	-7	-17	-13	7	-1	-2	-2

Results in CAL PDZ FP-1 and PvdQ inh, for some of the entries so far:
| molecule | CAL PDZ FP-1 | PvdQ inh |
| --- | --- | --- |
| Cc1nc2ccccc2n1S(=O)(=O)N(C)C | -1.9 | -14 |
| CC(C)c1ccc(NC(=S)Nc2ccc3cn[nH]c3c2)cc1 | -0.2 | -12 |

Further records
The line under a structure holds: Rtt109 HAT inh	CAL PDZ FP-1	MITF TRPM1 HTS	SR-BI uptake up	PfHsp90 yeast 2	PvdQ inh	SR-BI HDL uptake	CAL PDZ FP-2	dFosB act	NSD2 HMT inh
- O=C1OCCC1Sc1nnc(-c2ccc3c(c2)OCO3)n1-c1ccccc1 (configuration not stated)
  8	.	-15	3	10	-10	-3	0	-3	1
- CCOC(=O)C1=C(CCc2ccccc2)NC(=O)NC1c1ccc(C#N)cc1 (configuration not stated)
  1	-2.8	4	-44	16	-8	44	2	-3	.
- CCN(CC)CCOC(=O)c1ccc(N/C=C(/C#N)c2nc(-c3ccc(OC)c(OC)c3)cs2)cc1
  2	2.4	25	-8	26	7	8	-3	165*	0
- CCOC(=O)Cc1csc(N/N=C\c2ccc(N(C)C)cc2)n1
  1	-0.2	11	-11	-3	-7	11	5	-14	6
- Cc1ccc(O)c(N=Cc2ccc(C)s2)c1
  -5	-1.3	0	-2	5	-8	2	-7	1	4
- COc1ccc(OC)c(/C(O)=C/C(=O)C(=O)Nc2cc(C)ccc2OC)c1
  -1	-0.5	1	-10	14	-6	10	-2	2	7
- Cc1n[nH]c(C)c1S(=O)(=O)N(C)Cc1ccco1
  1	1.5	-2	22	31	-13	-22	-7	4	-2
- N=C1/C(=C/c2ccco2)C(=O)N=C2SC(CC(=O)N3CCCC3)=NN12
  -3	-1.3	10	23	-10	5	-23	2	1	33
- COC(=O)C1=C(C)N(Cc2ccccc2)C(=NCc2cc(OC)c(OC)c(OC)c2)N[C@H]1c1ccccc1
  -3	0.2	-2	11	.	-1	-11	-2	-2	.
- COc1cc(=O)n(C)c2c(O)cccc12
  0	0.7	14	2	4	-18	-2	-5	1	.
- CCOc1ccccc1NC(=O)CN1CCC(NC(=O)c2ccccc2C)CC1
  1	-0.7	1	-10	1	-3	10	12	1	-1
- Cc1ccc2c(N)c(C#N)sc2n1
  2	-0.8	.	-1	.	6	1	2	-4	-3
- COc1ccc(OC)c(S(=O)(=O)NC2CC2)c1
  1	0.8	-1	12	-10	-9	-12	3	-1	0
- CC(C)(C)c1ccc(-c2nnc(SCCC#N)n2C2CCCC2)cc1
  6	0.0	-14	-55	10	-15	55	1	-8	-7
- Cc1ccc(S(=O)(=O)n2cnc3cc([N+](=O)[O-])ccc32)c(C)c1C
  2	-0.6	14	-1	17	-5	1	-1	-8	0
- O=C(CC1N=C2c3ccccc3N=C(SCc3ccc(Cl)cc3)N2C1=O)NCc1ccco1 (configuration not stated)
  1	-2.7	-2	4	-35	5	-4	-6	-13	.
- O=C(NNc1nc(N2CCOCC2)nc(N2CCOCC2)n1)c1ccccc1
  -1	5.1	-4	3	40	-7	-3	-1	-5	0
- O=S(=O)(c1cccc2cccnc12)N1CCOCC1
  -12	-2.8	-10	-1	.	-8	1	-2	1	-1
- O=C(COC(=O)C1CC1)Nc1ccc(Oc2ccccc2)cc1
  0	-2.6	1	0	1	-8	0	-4	1	-3
- CC(=O)c1ccc(NC(=O)C2CCCC2)cc1
  8	-1.8	7	9	7	7	-8	.	-5	-3
- COC(=O)[C@@H](NCc1ccc(B(O)O)cc1)C(C)C
  -3	-0.6	0	6	-2	-4	-6	5	-1	.
- CC(C)c1csc(CN2CCC(N3CCC(C(=O)N4CCOCC4)CC3)CC2)n1
  -3	-0.5	-4	.	-21	-1	.	-2	-5	.
- Cn1c2ccccc2c2cc(C(=O)O)ccc21
  11	0.0	4	45	-10	5	-45	-2	2	5
- COc1ccc(N/C(C)=C2/C(=O)C(=O)N(CCO)C2c2ccc(Br)cc2)cc1 (configuration not stated)
  23	-1.5	-11	-8	22	0	8	-2	-8	0
- CCN(Cc1ccccc1)Cc1cc(OC)cc(OC)c1
  -1	-1.3	-1	16	-7	16	-16	.	-6	-4
- O=C(O)c1ccc(CNCc2cccc(Cl)c2)cc1
  5	0.3	14	8	-6	-4	-8	-1	0	0
- CC1(c2ccccc2)NC(=O)N(CC(=O)Nc2ccc(N3CCOCC3)cc2N2CCOCC2)C1=O (configuration not stated)
  1	-0.6	4	10	-6	-12	-10	6	-1	.
- CCC(C)C(=O)Nc1nnc(SCC(=O)NC2CCCC2)s1 (configuration not stated)
  -6	-1.2	2	13	20	-3	-13	-5	-4	-3
- COc1ccc(SC[C@H](Cc2ccccc2)N2CC[C@@H](O)CCC2=O)cc1
  3	-0.4	-1	15	-1	-12	-15	-2	0	.
- CC1CC1C(=O)OCC(=O)Nc1ccc(S(=O)(=O)N2CCOCC2)cc1 (configuration not stated)
  -2	-0.5	6	5	10	-14	-5	.	-2	-2
- COc1ccc(C(=O)Nc2ccc(N3CCN(C)CC3)cc2)cc1[N+](=O)[O-]
  2	-2.2	11	-27	10	-8	27	-6	5	3
- O=C(COc1coc(CN2CCN(Cc3ccccc3)CC2)cc1=O)Nc1ccccc1
  12	-1.7	-13	18	12	11	-18	-4	1	0
- CC(Sc1nnc(-c2cc3ccccc3o2)n1-c1ccccc1)C(=O)O (configuration not stated)
  -1	0.3	-6	25	-2	-7	-25	7	-1	2
- O=C(CCC(=O)c1cccs1)NNC(=O)c1ccc(Cl)cc1
  2	0.2	1	-6	-36	-5	6	-2	-1	-4
- CCOC(=O)C(NC(=O)c1ccccc1)(Nc1cc(C)on1)C(F)(F)F (configuration not stated)
  3	-0.5	.	0	.	-7	0	-3	3	1
- O=c1c(-c2ccnn2-c2ccccc2F)cnc2n1CCS2
  27	0.0	10	27	-2	1	-27	2	0	-1
- CCOC(=O)c1cc2sccc2n1CC(=O)Nc1ccc2c(c1)OCCO2
  1	-1.6	11	7	-28	-15	-7	-4	6	2
- CCC(=O)Nc1c2c(nn1-c1cccc(Cl)c1)CS(=O)(=O)C2
  7	-0.2	-9	6	-13	-17	-6	-5	-3	-3
- CCOc1cc(OCC)cc(C(=O)Nc2cccnc2)c1
  3	-3.1	-7	-34	14	-16	34	.	-15	-1
- Cc1cc(C)nc(N2CCCC(C(=O)NCc3cccc(C(F)(F)F)c3)C2)n1 (configuration not stated)
  3	-0.2	-5	-4	-14	4	4	0	0	3
- COc1ccccc1CNC(=O)C(=O)NCC1CCCO1 (configuration not stated)
  -3	-0.3	35	.	-16	2	.	-1	-5	3
- Cc1nnc(-c2ccc(Oc3ccc(Br)cc3)c([N+](=O)[O-])c2)o1
  0	-1.0	0	-5	-12	-11	5	-5	-4	0
- CC(=O)OC1(C(C)=O)CCC2C3CC(C(F)(F)F)C4=CC(=O)CCC4(C)C3CCC21C (configuration not stated)
  7	-2.5	-15	12	-32	-3	-12	-3	-6	-1
- CCN(CC)c1ccc(NC(=O)COC(=O)COc2ccccc2[N+](=O)[O-])cc1
  3	-2.1	-5	18	15	8	-18	-3	-4	1
